# Screening data (PubChem)
# Yeast life ext: extends the lifespan of yeast | hit rate 0.68% among 130,000 | inhibition of the nicotinamide effect, % at 10 µM | AID 775 | S. cerevisiae growth with nicotinamide, OD615; deaD strain in restrictive glucose medium;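 active = inhibition above a set limit, placed 3 SD over the median of all compounds, cut at about 26% in these data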;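 note: 0% = nicotinamide-treated wells and 100% = cells grown without nicotinamide; some compounds called inactive have numbers as strong as hits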
#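 assay system = DeaD-strain S. cerevisiae | buffer or medium = restrictive glucose medium | reagent = 1.5 mM nicotinamide | compound = 10 µM single point, 0.25% DMSO | incubation = 48 h compound exposure at 30 °C, humidified | signal = OD615 measurement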
# HCT116 bCat-KO: beta-catenin-lacking colon tumor cell growth suppression. HCT116 beta-catenin knockout viability, CellTiter-Glo, 60 h; stronger effect = lower value. viability, % at 10 µM. hit rate 1.5% among 140,000;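 active = viability at or under a set limit, the compound median less 4 SD, cut at about 6% in these data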;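 note: 0% = Hyamine 1622 control at 20 µM and 100% = untreated cell control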
# HCT116 PTEN-null: PTEN-deleted cell growth suppression; AID 827; hit rate 1.2% among 140,000; HCT116 PTEN-null viability, CellTiter-Glo, 60 h; stronger effect = lower value; viability, % at 10 µM;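 active = viability at or below a set limit, 4 SD under the median of all tested compounds, cut at about 3.7% in these data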;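 note: PTEN knockout HCT116 line with beta catenin targeted HCT116 as companion control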
# GALR2 antag: antagonists of human galanin receptor 2 (GALR2); O43603; hit rate 0.39% among 140,000; GALR2-expressing cells, antagonist mode; inhibition, % at 4 µM; AID 828; in the data active = inhibition above about 27%;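 note: cells stimulated with galanin 1-16 at roughly its EC80; 0% = agonist challenge control and 100% = basal control without agonist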
# Target sequence (O43603 whole entry, looked up): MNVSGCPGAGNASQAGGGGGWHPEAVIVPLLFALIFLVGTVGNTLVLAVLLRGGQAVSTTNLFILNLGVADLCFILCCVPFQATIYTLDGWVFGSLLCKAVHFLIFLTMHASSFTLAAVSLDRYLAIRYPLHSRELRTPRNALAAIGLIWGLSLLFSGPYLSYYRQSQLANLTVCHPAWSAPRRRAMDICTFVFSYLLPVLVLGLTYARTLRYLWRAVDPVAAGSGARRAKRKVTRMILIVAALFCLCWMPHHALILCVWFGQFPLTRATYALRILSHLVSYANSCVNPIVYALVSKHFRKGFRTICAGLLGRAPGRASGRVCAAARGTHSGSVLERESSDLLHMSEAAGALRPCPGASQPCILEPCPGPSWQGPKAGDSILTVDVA
# Phagocyt inh: macrophage phagocytosis inhibition; hit rate 0.07% among 110,000; J774A.1 macrophage IgG-bead phagocytosis, imaging; inhibition, % at 5 µM; AID 1029;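 active = inhibition above the mean of the plate negative controls plus 5 SD, cut at about 13% in these data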;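 note: phagocytic index as fraction of beads internalized from green versus red external bead signal; plate controls were DMSO negative control for no effect and cytochalasin-D positive control for full effect; some results beyond the cut were filed as inactive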
# Measles CPE: protection of cells from measles virus; hit rate 1.5% among 140,000; protection (pct of control), % at 4 µM; Measles virus-infected cells, CPE protection, absorbance; in the data active = protection mostly above about 24%, no sharp cut-off; inactive = mostly below about 26%; note: some compounds called inactive have numbers as strong as hits
# MRP-1 activ: activates MRP-1 | hit rate 0.61% among 140,000 | AID 799 | viability increase, % at 10 µM | H69AR cells + doxorubicin, viability rescue, CellTiter-Glo;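 active = viability gain under doxorubicin at or above a set limit, the compound median plus 3 SD, cut at about 4.7% in these data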;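 note: MRP-1 overexpressing cells given doxorubicin 25 µM after compound pretreatment; 18-22 h compound pretreatment then 72 h with doxorubicin before readout; 0% = doxorubicin-only wells and 100% = vehicle-treated cells without doxorubicin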
# NPY Y2 blocker: antagonists of human neuropeptide Y receptor Y2. P49146. NPY-Y2 expressing cells, antagonist mode. inhibition, % at 2.7 µM. hit rate 0.99% among 140,000. AID 793; in the data active = inhibition above about 17%;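 note: 0% = vehicle with agonist challenge and 100% = reference antagonist with challenge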
# Target sequence (P49146 whole entry, looked up): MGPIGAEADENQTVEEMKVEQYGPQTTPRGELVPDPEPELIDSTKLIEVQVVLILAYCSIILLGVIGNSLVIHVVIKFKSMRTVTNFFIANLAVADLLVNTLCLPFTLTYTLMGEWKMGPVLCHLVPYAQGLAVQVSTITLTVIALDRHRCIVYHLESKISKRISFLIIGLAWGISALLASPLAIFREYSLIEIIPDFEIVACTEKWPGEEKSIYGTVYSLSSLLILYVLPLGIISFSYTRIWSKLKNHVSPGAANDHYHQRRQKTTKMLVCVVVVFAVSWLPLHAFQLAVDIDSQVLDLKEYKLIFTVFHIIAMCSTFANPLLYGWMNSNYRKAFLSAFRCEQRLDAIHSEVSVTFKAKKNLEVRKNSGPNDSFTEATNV
# BB579 growth dn: reduces growth of yeast BB579 in restrictive medium | inhibition, % at 10 µM | S. cerevisiae BB579 growth, OD615, 48 h | hit rate 0.51% among 140,000;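 active = inhibition above a set limit, 3 SD over the mean compound inhibition, cut at about 44% in these data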; note: inactives centre near -24
#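 Assay system – yeast BB579 (DeaD) · Dosing – single compound dose of 10 µM, 0.25% DMSO final · Detection – OD615 turbidity measurement · Buffer or medium – CSMM-D restrictive synthetic medium containing dextrose (glucose) · Benchmarks – positive control amphotericin B 10 µg/mL · Incubation – 48 h exposure, 30 °C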
# E-sel TNF inh: TNF alpha driven E-selectin expression inhibition; HUVEC TNFa-induced E-selectin immunofluorescence, high content; inhibition, % at 2 µM; hit rate 0.71% among 120,000; AID 1246;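 active = inhibition above the batch mean plus 3 SD, and confirmed as a hit on visual image review, cut at about 43% in these data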;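 note: 0% = TNF-stimulated DMSO wells and 100% = unstimulated control wells; not every result past the cut was called active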
# Starred values were filed as active, the others as inactive; x = not tested or not shown; & = joins results of further samples.
SMILES,Yeast life ext,HCT116 bCat-KO,HCT116 PTEN-null,GALR2 antag,Phagocyt inh,Measles CPE,MRP-1 activ,NPY Y2 blocker,BB579 growth dn,E-sel TNF inh
COc1ccc(-n2ncc3c(=O)n(CC(=O)N4c5ccccc5CC4C)cnc32)cc1 (stereo not given),x,87,72,-1,x,5,5.9*,-3,-39,-27
O=C(/C=C/c1ccc(Cl)c([N+](=O)[O-])c1)Nc1ccc(NC(=O)c2ccco2)cc1,1,87,92,33*,-12,x,1.0,0,-22,x
Cc1cccc(NC(=O)CN(C)S(=O)(=O)c2cccc3cccnc23)c1,-6,93,94,2,0,15,-0.4,4,30,0
O=C1CC2CS(=O)(=O)CC2N1c1ccc(Oc2ccccc2)cc1 (stereo not given),15,100,102,-6,6,6,-0.7,0,-22,-13
CN(C)/C=C(\C#N)C(=O)Nc1ccc(F)cc1,-11,94,100,-5,x,22,2.3,-3,-17,x
CCOC(=O)C1=C(C)N=C2SC(C)C(=O)N2C1c1ccc(OCC)c(OCC)c1 (stereo not given),-1,93,91,-11,-2,7,3.4,6,-21,x
COc1cccc(-n2c(Cc3cc(=O)[nH]c(=O)[nH]3)nnc2SCC(=O)N2CCCCC2)c1,-5,83,91,3,x,4,-1.7,5,-22,-2
Cc1ccc(NC(=O)CN2CCC(NC(=O)Cc3ccccc3)CC2)c(C)c1,3,95,102,6,-4,12,-1.3,5,-17,16
Cc1ccc(-n2c(SCC(N)=O)nnc2-c2cccnc2)c(C)c1,-7,100,89,3,1,6,-3.0,0,-33,21
O=S(=O)(c1ccccc1)c1nc(-c2ccco2)oc1NCc1cccnc1,9,88,94,3,1,12,-4.5,0,-19,3
O=c1ccc(Oc2nc(N3CCOCC3)nc(N3CCOCC3)n2)nn1-c1ccccc1,4,86,93&93,-1,2,4,-0.9,2,-51,1
Cc1ccccc1-n1c(C)n[nH]c1=S,-13,94,108,1,x,15,-1.8,4,8,-15
COC(=O)c1ccc(NCCc2csc(-c3ccc(C)cc3)n2)c([N+](=O)[O-])c1,-23,94,79,-9,0,9,-2.3,3,-20,42
CCCCc1nn(-c2cc(Cl)ccc2OC)c2c1C(=O)CCC2,-9,85,90,-9,0,11,-0.3,-1,22,11
C=C(C)c1cccc(C(C)(C)NC(=O)N2CCN(C/C=C/c3ccccc3)CC2)c1,7,31,34,-6,0,3,-1.5,4,-36,-2
COc1ccc(-c2c(C)[nH]n3c(=O)c(Cc4ccccc4)c(C)nc23)cc1,1,21,17,-13,3,24,-2.4,5,-8,-17
COc1ccc2[nH]c(=O)c(CN(Cc3nnnn3Cc3ccc(F)cc3)CC3CCCO3)cc2c1 (stereo not given),-19,87,89,-9,-2,23,-2.2,1,-18,x
CCOc1ccc(-c2nnc(-c3ccncc3)o2)cc1,-33,96,91,3,x,6,1.1,4,-25,-8
Cc1ccc(C)c(N(CC(=O)NCc2ccco2)C(=O)CCC(=O)Nc2ccccn2)c1,2,91,82,2,x,6,-4.3,0,-33,-18
O=C(O)C1C2C=CC(C2)C1C(=O)NCCc1cccc(Cl)c1 (stereo not given),1,98,88,-10,x,26,-1.1,1,-27,-11
CCCSc1nnc(-c2ccccc2N)c(=O)[nH]1,-7,87,87,-1,0,5,-0.7,1,-13,-10
CC(C)(C)OC(=O)N1CCC(c2c(C(=O)O)cnn2-c2ccc(Cl)cc2)CC1,-7,99,116,-17,1,7,-1.7,-3,-65,x
O=C(CCCc1ccccc1)NC1CC1,3,93,102,12,-5,3,-0.4,2,-32,x
Cc1cccc(Nc2nnc(SCC(=O)c3ccc(Br)s3)s2)c1C,1,81,78,0,-2,12,-1.5,5,-48,-6
Cc1cc(C)n(C(=O)COc2ccc(Cl)cc2Cl)n1,x,95,94,-1,x,8,-1.9,8,-46,-12

# Following part.
SMILES,Yeast life ext,HCT116 bCat-KO,HCT116 PTEN-null,GALR2 antag,Phagocyt inh,Measles CPE,MRP-1 activ,NPY Y2 blocker,BB579 growth dn,E-sel TNF inh
CCOc1ccc(C(=O)C2CCN(C(=O)c3ccccc3C(=O)O)CC2)cc1,-10,101,99,-1,-3,10,-0.7,0,-17,x
Cc1ccccc1NC(=O)c1ccc(C)c(S(=O)(=O)Nc2ccccn2)c1,-2,93,94,-1,-1,12,-0.4,4,-3,-40
Cc1ccc(NC(=O)C2CC(=O)NC(Nc3cccc(C)c3)=N2)cc1 (stereo not given),-5,97,100,4,-2,2,0.5,0,-4,14
CCN1CCN(S(=O)(=O)c2ccc(S(=O)(=O)NCC3CCCO3)cc2)CC1 (stereo not given),-1,90,96,0,0,8,-0.8,2,-12,x
COC(=O)c1ccc(NC(=S)NCCc2cccc(C)c2)cc1,-6,91,97,12,-1,4,-2.4,1,5,-4
O=C1CC(/C=C/c2ccco2)=Nc2ccccc2N1,-2,81,78,-8,0,16,-2.8,4,-27,x
COCCCNC(=O)C1CC(=O)N(CCc2ccc(OC)c(OC)c2)C1 (stereo not given),-4,107,92,-6,x,6,-0.6,0,-15,x
Cc1oc(C(C)(C)C)cc1C(=O)Nc1cccc(/C=C/C(=O)O)c1,-11,92,93,9,-1,5,-3.0,2,-48,-69
Cc1c(C(=O)NCCSCc2ccccc2Cl)cccc1[N+](=O)[O-],-10,91,97,-17,-1,8,-0.4,11,-37,-19
O=C(NCCc1nc2ccccc2[nH]1)c1ccco1,14,88,89,-7,-1,21,-1.9,0,9,5
CCOc1ccc(C2C(C(=O)c3ccc(C)o3)=C(O)C(=O)N2CCN2CCOCC2)cc1OC (stereo not given),-4,81,101,-15,-1,12,-0.5,5,-32,x
COc1ccc(OC)c(S(=O)(=O)N2CCC(C(=O)NCCc3ccc(OC)c(OC)c3)CC2)c1,3,94,105,10,0,4,0.1,0,-13,-11
CCC(=O)NCC(c1cccs1)N1CCOCC1 (stereo not given),-10,105,99,-6,-1,10,0.5,1,-19,x
O=C(Nc1ccc(Cl)c(C(F)(F)F)c1)c1ccco1,-11,72,79,9,-1,3,-3.2,-2,-16,x
COCc1nnc(N)s1,-20,96,104,-10,0,12,1.5,3,-1,-10
COc1ccc(CCNC(=O)CSc2ccc(-c3ccccc3)nn2)cc1OC,-5,91,94,-10,x,4,-1.1,1,7,-27
Cc1ccsc1C(=O)OCC(=O)N1CC(=O)Nc2ccccc21,-3,103,100,-5,2,4,0.1,-1,-47,-38
COc1cc(OC)cc(OCC(O)Cn2ccnc2)c1 (stereo not given),-3,100,93,7,-1,15,-3.0,2,-47,-12
Cc1cc(NS(=O)(=O)c2ccc(NC(=O)COc3ccccc3C(C)C)cc2)no1,-3,92,89,-6,0,13,-0.5,0,-63,x
O=C(c1cc([N+](=O)[O-])ccc1N1CCOCC1)N1CCOCC1,3,90,90,-24,-7,6,-1.0,2,-53,x
Cc1csc(NC(=O)NC2(C(F)(F)F)Oc3ccccc3O2)n1,-3,5.7*,41,4,-2,7,-5.6,1,-15,x
O=C(CN1CCc2ccccc2C1)N1CCN(S(=O)(=O)c2ccccc2)CC1,-9,99,94,-2,1,16,-1.3,1,19,11
O=C(Cn1nnc(-c2ccccc2-n2cnnn2)n1)N1CCCCC1,-4,101,98,-3,x,24,0.2,7,-10,4
Cc1cc(Nc2nc(Cl)c(Cl)cc2Cl)n(-c2ccccc2)n1,-6,33,38,0,-3,8,-4.0,6,-1,x
O=C(CCN1C(=O)C2C3C=CC(C3)C2C1=O)Nc1ccccc1F (stereo not given),2,93,103,-3,-1,22,0.5,2,-30,x

# Other records follow:
SMILES,Yeast life ext,HCT116 bCat-KO,HCT116 PTEN-null,GALR2 antag,Phagocyt inh,Measles CPE,MRP-1 activ,NPY Y2 blocker,BB579 growth dn,E-sel TNF inh
COc1cccc(-n2nnc3c(=O)n(Cc4ccccc4F)cnc32)c1,-5,94,97,-5,-1,33,1.0,12,-8,x
C[C@@H]1CC[C@]2(O[C@@H](CCO)C[C@H](O)[C@H]2O)O1,2,96,102,7,x,2,-1.2,2,-21,-23
O=C(CSc1nnc(Cn2nnc3ccccc32)o1)N(Cc1ccc(F)cc1)c1ccccc1,-1,19,22,11,-2,12,-3.6,6,-29,24
Cc1nn(-c2ccc(Cl)c(Cl)c2)c(=O)c2ccccc12,-24,71,56,7,x,4,-2.4,8,-32,-3
O=c1cc(-c2ccccc2Cl)oc2cc(O)cc(O)c12,5,99,90,-1,x,5,-1.9,2,-56,x
CCN(CC)S(=O)(=O)c1ccc(NS(=O)(=O)c2ccc(F)cc2)cc1,-6,99,86,-1,0,3,0.0,5,-50,18
Cc1ccc(NCC(=O)N/N=C/c2cccc(Oc3ccccc3)c2)cc1,-6,31,25,-2,1,11,-1.3,2,-26,x
Nc1nncn1C(=O)CCCOc1ccc(Cl)cc1Cl,-11,103,98,6,-1,21,-0.2,5,-36,-13
CN(C)CCOc1ccccc1-c1ccccc1,-17,99,93,-21,-1,9,-2.7,4,-52,11
Clc1cc(Br)ccc1OCCOCCOc1cccc2cccnc12,-15,68,66,-6,x,3,-1.3,4,-16,-13
COc1cc(C(=O)Nc2ccc(N3CCOCC3)cc2)ccc1OCc1c(C)noc1C,-9,91,97,-5,-9,2,-0.7,-1,-36,-24
O=C(OC1Cn2c(=O)ccc(=O)n2C1)c1ccc([N+](=O)[O-])cc1,0,92,97,-10,2,14,-1.0,1,-31,x
COCCNc1nc(-n2nc(C)cc2C)nc2sc3c(c12)CCCC3,-20,40,66,-1,-1,9,-4.5,5,-20,-17
Clc1cc(Br)ccc1OCCCNCc1ccccc1,-4,78,74,7,-2,9,-5.3,6,36,-2
COc1ccc(CC(=O)N(c2ccccc2)c2nc(C)cs2)cc1,-3,87,77,-5,-15,4,-1.2,3,-44,x
N#C/C(=C/c1ccc(OCc2ccccc2)cc1)C(=O)NC1CCCCC1,2,85,96,0,0,10,-1.4,1,-73,x
COc1ccccc1C1NC(=O)CS1 (stereo not given),-7,99,103,-7,1,17,0.4,2,-12,-17
COc1cc2c(cc1OC)C(C)N(C(=O)CCN1C(=O)C3C4C=CC(C4)C3C1=O)CC2 (stereo not given),-1,83,83,9,-4,6,-2.4,0,-3,-39
CCN(CC)c1c([N+](=O)[O-])ncn1C,-4,97,100,-8,-1,13,-0.5,1,-38,19
CCOC(=O)N1CCC(N2CC34C=CC(O3)C(C(=O)Nc3ccc(F)cc3)C4C2=O)CC1 (stereo not given),-4,90,100,-8,0,10,-1.2,1,0,x
CC12CCC(C(=O)NCCCN3CCOCC3)(OC1=O)C2(C)C (stereo not given),-7,92,91,-2,-1,19,-0.9,0,-20,x
CCN(CC)c1ccc(/C=N/N2CCN(Cc3ccccc3)CC2)c(O)c1,1,78,76,0,-11,6,-0.7,2,-18,53
COc1ccccc1N1CCN(S(=O)(=O)c2ccccc2)CC1,-1,98,89,1,0,28,-0.6,4,-48,6
O=C(CCNC(=O)Cn1ccc2ccccc2c1=O)NCCc1ccccc1Cl,-6,95,88,-1,7,14,5.1*,2,-5,x
O=[N+]([O-])c1cnccc1Nc1cccc(F)c1,x,97,94,-2,x,12,-1.3,-1,-31,15
